SKKanGAS inh: SKKanGAS growth inhibition. 300,000 tested, 1.3% active. inhibition, % at 7.5 µM. S. pyogenes SKKanGAS, kanamycin growth, BacTiter-Glo, 6 h;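 active = mean replicate score, as percent of positive control median, at least 50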;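 note: strain carries kanamycin resistance gene driven by streptokinase promoter and grows in 40 µg/ml kanamycin; loss of luminescence reflects streptokinase promoter inhibition or plain growth inhibition; 0% = median of DMSO wells and 100% = positive control at its reference dose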
HSP90 inh: blocks HSP90-mediated luciferase refolding in reticulocyte lysate. Rabbit reticulocyte lysate, luciferase refolding luminescence, 3 h. inhibition, % at 5.6 µM. 290,000 tested, 0.91% active;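 active = inhibition above the screen-wide mean plus 3 SD, computed separately per campaign, cut at about 16% in these data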;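 note: 0% = DMSO wells and 100% = 60 µM geldanamycin wells; inhibitors lower the luminescence because luciferase stays unfolded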
HIF act: HIF pathway transcriptional activation; activation, % at 7.5 µM (by protocol); 300,000 tested, 0.32% active; U2OS HRE-luciferase reporter, luminescence; normalized: DMSO 0%, desferrioxamine 100%;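 active = mean activation of at least 10% of the iron chelator positive control signal, with at least half of replicates also reaching 10%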
KLF5 inh: inhibitors of KLF5 expression. DLD-1 KLF5 promoter-luciferase reporter, luminescence. inhibition, % at 5 µM. 290,000 tested, 0.23% active. AID 1700;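 active = inhibition above a per-plate limit of that plate's mean compound inhibition plus 3 SD, cut at about 60% in these data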;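 note: 0% = DMSO wells and 100% = LY294002 at 200 µM; higher means less KLF5 promoter-driven luciferase light; inactives centre near -14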
Platelet DG rel: platelet dense granule release activity | human platelet-rich plasma, SFLLRN dense granule ATP release, luminescence | 300,000 tested, 0.22% active | inhibition, %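 (compounds screened at 7.5 µM in platelet-rich plasma)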 | AID 1663;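 active = mean replicate score, as percent of positive control, at or above 50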
HSF1 inh: HSF1 inhibition | NIH3T3-HGL HSE-luciferase, MG132-induced, luminescence 8 h; hits give low values | 300,000 tested, 0.77% active | activity change, negative = inhibition, % at 7.5 µM (by protocol) | AID 2098;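 active = more than half of replicate wells show activity change below -50%, luminescence cut by over half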;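 note: luciferase reports HSF-1 transcriptional activity via heat shock element; 0% = median of DMSO wells and -100% = zero luminescence signal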
HSF-1 act: increases HSF-1 driven luciferase reporter signal; 300,000 tested, 1.7% active; activation, % at 9 µM; NIH3T3-HGL HSF-1 luciferase reporter, MG132, 8 h; 100% = twice DMSO control signal; AID 504408;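 active = mean replicate activation of at least 50% with a set share of replicates each reaching 50%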;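 note: 0% = median of the neutral control wells and 100% = twice that signal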
aSyn 5UTR inh: 5' untranslated region of α-synuclein, MLPCN primary screen. alpha-synuclein 5'UTR reporter, inhibitor activity. inhibition, % (tested at 7.5 µM). 300,000 tested, 0.82% active; in the data active = inhibition above about 60%;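 note: H4 neuroglioblastoma cells stably carrying SNCA 5'UTR luciferase fusion; 0% = DMSO wells and 100% = positive control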
IEC-6 cytotox: kills IEC-6 intestinal cells in KLF5 counter-screen. inhibition, % at 5 µM. 290,000 tested, 0.78% active. IEC-6 cytotoxicity, luminescence viability. AID 1825; in the data active = inhibition above about 22%;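 note: 0% = plate median of test compound wells and 100% = cytotoxic reference compound wells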
AI-2 QS mod: Vibrio harveyi AI-2 quorum sensing modulation; Vibrio harveyi JMH597 AI-2 luminescence/OD600 ratio, 9 h; hits give low values; strain lacks LuxN and CqsS sensors; 0 = neutral-control median; activity change, % at 7.5 µM; 300,000 tested, 0.4% active; in the data active = activity change below about -75%, passing the limit was not always enough;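 note: luminescence divided by OD600 gain over 9 h not by final OD600 alone; inactives centre near 13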
* hit, by the source's call; . = not tested or not shown.

Under each structure: SKKanGAS inh	HSP90 inh	HIF act	KLF5 inh	Platelet DG rel	HSF1 inh	HSF-1 act	aSyn 5UTR inh	IEC-6 cytotox	AI-2 QS mod
> CC(C)n1cc(/C=N/Nc2ccc(Cl)c(C(=O)O)c2)c2ccccc21
 : 17.4	14.2	1.5	-147.6	2.7	-4.7	0.5	-60.2	-1.3	17.2
> c1cnc(Oc2ccc3oc4ccccc4c3c2)nc1
 : -1.7	-2.5	2.7	-51.7	-0.2	11.5	31.3	-55.0	-4.5	-7.5
> Cc1ccccc1-n1c(SCC(=O)NCc2cccs2)nnc1-c1ccncc1
 : 14.2	-0.8	-40.5	-32.7	-5.3	-2.3	14.2	4.2	3.2	2.0
> COc1ccccc1CNc1ccc2c(c1)CCC2
 : 8.7	-1.5	-0.1	-18.8	0.8	-22.0	-31.7	-82.0	8.6	6.4
> Cn1c(CO)cnc1-c1ccccc1
 : 6.4	-2.0	-1.8	-12.8	5.9	0.4	-9.0	-0.2	-3.7	14.3
> CCN(C(=O)COC(=O)c1c(C)noc1C)C1CCS(=O)(=O)C1 (stereo unspecified)
 : -1.4	-1.0	0.2	2.2	0.9	-12.2	-1.8	27.4	7.4	34.3
> CCc1c(C)nc2cc(-c3cccs3)[nH]n2c1=O
 : 16.7	0.7	1.1	-25.1	0.4	17.0	29.4	-81.0	-0.6	8.2
> COCCCNC(=S)N(CCCO)Cc1cc2cc3c(cc2[nH]c1=O)OCCO3
 : -2.6	2.7	0.1	4.6	2.6	-1.8	-14.4	14.4	9.2	6.4
> Cc1nc(/C(N)=N/OC(=O)c2cccc(Cl)c2)c(C(F)(F)F)o1
 : -0.9	1.1	0.8	-28.2	8.4	11.8	0.9	-20.4	-1.8	-3.6
> CN(C)C=NC(=O)c1cn(-c2ccc(F)cc2)c(=O)c2ccccc12
 : .	-0.3	57.9*	-22.4	1.8	-7.0	0.7	7.1	7.6	12.5
> CC(NC(=O)[C@H](C)NC(=O)C1CC(=O)N(c2ccc3c(c2)OCO3)C1)c1ccccc1 (stereo partly specified)
 : 13.1	-4.3	-0.2	11.7	-5.7	0.4	-11.9	10.6	-3.2	-8.9
> CCc1cccc2c(C(=S)N3CCOCC3)c[nH]c12
 : -2.4	-0.2	0.3	-16.1	6.1	-4.9	-6.4	-13.0	3.3	9.8
> Cc1ccc(NS(=O)(=O)c2ccc3c(c2)oc(=O)n3C)cc1F
 : -1.1	-1.3	-0.4	-47.4	3.2	7.9	10.2	7.3	2.6	19.4
> COC(=O)C1=C(O)/C(=C\c2ccc(CNC(=O)C(=O)Nc3ccc(C)c(C)c3)o2)N=C1C
 : 1.0	-1.4	0.1	-25.5	11.2	-0.3	-8.9	-7.5	4.5	37.5
> CCc1ccc(C(=O)C(C)OC(=O)C2COc3ccccc3O2)cc1 (stereo unspecified)
 : 1.8	-4.9	0.2	-11.1	11.1	2.2	-11.5	-16.4	-2.7	27.0
> O=C(NCCc1ccccc1F)C1CCC(=O)N(Cc2ccccc2F)C1 (stereo unspecified)
 : -1.9	1.1	0.3	-28.4	6.2	-1.6	12.3	2.9	2.1	1.8
> Cn1c(NC(=O)CC2CCCCC2)cc(=O)n(C)c1=O
 : -4.0	.	-0.4	.	5.4	1.2	12.0	25.6	.	32.6
> CC(C)C1CC(C(F)(F)F)n2nc(C(=O)O)cc2N1 (stereo unspecified)
 : 3.9	-0.5	-0.9	-17.8	-0.2	-6.3	-15.8	1.1	1.9	7.6
> COCc1cc(N2CCCC2)nc(-c2ccccc2)n1
 : -20.5	0.9	-0.1	-23.4	-3.1	-6.9	-11.8	-6.0	-2.9	25.7
> COCCNC(=S)N1CCC(Cc2ccccc2)CC1
 : -7.4	-0.5	0.5	9.4	-1.8	-1.0	-2.7	18.5	5.1	6.3
> O=C(CSc1ccc2nc(-c3ccccc3)cn2n1)NCC1CCCO1 (stereo unspecified)
 : -3.5	-4.8	2.5	-67.0	2.2	7.0	6.3	-42.6	4.4	9.4
> CCc1ccc(/C=N\NC(=O)c2ccc(Br)o2)s1
 : -2.3	2.0	-19.7	-72.8	4.0	21.1	33.9	-167.2	-6.3	20.4
> O=C(CC12CC3CC(CC(C3)C1)C2)NCc1ccccc1
 : 6.3	3.5	0.9	-19.2	0.3	-4.3	-5.6	-10.1	1.5	2.8
> CCCCC(c1nnnn1C1CCCC1)N1CCN(C2CCCC2)CC1 (stereo unspecified)
 : -0.2	3.5	0.0	-11.4	3.7	-4.4	-4.0	11.8	2.7	25.6
> Cc1ccccc1Nc1nnc(SCC(=O)N(C)C2CCS(=O)(=O)C2)s1 (stereo unspecified)
 : 1.1	-2.3	-1.5	-10.3	10.0	-10.3	1.1	4.3	3.3	14.8
> Cc1cc(C)cc(NC(=O)CN2C(=O)c3ccccc3C2=O)c1
 : -2.9	0.3	-20.9	19.6	-0.1	-8.6	-4.6	8.0	4.5	-15.3
> O=C(Nc1ccc(N2CCOCC2)cc1)Nc1ccc2nc(-c3ccco3)c(-c3ccco3)nc2c1
 : 30.0	0.2	-0.9	-21.1	0.1	-17.4	-27.3	112.2*	23.0*	34.7
> CCN(CC)C(CNC(=O)c1cc(=O)[nH]c2ccccc12)c1ccccc1Cl (stereo unspecified)
 : 1.2	2.3	-0.2	3.7	-1.6	-3.2	-4.5	14.2	3.7	15.7
> Cc1ccc(-c2cc(C(=O)N3CCOCC3)c3ccccc3n2)cc1
 : 4.7	6.3	0.9	3.7	2.4	-3.3	-6.6	0.7	0.8	11.7
> COc1ccc2oc3cc(C)[n+]([O-])c(-c4ccc(C)cc4)c3c2c1
 : -5.0	2.8	-0.6	18.5	-1.4	-12.2	-6.2	18.7	7.6	39.2
> CCOC(=O)N1CCC(N2C(=O)c3ccccc3C2Nc2ccc3c(c2)OCCO3)CC1 (stereo unspecified)
 : -6.0	9.9	0.3	-8.0	8.4	-68.6*	-71.9	-43.0	-3.9	18.3
> CCOC(=O)CN(C(=O)COC(=O)C1(c2ccccc2)CC1)c1ccc(F)cc1
 : -6.3	.	0.0	.	-4.8	-8.6	2.0	-12.9	.	-1.2
> CC(C)(C)n1nnnc1C(c1cccs1)N1CCCC2(CCCCC2)C1 (stereo unspecified)
 : 17.9	2.7	-0.1	-6.0	0.6	-3.3	-18.0	35.1	4.3	9.0
> COC(=O)C1=C(C)OC(N)=C(C#N)C1c1ccccc1 (stereo unspecified)
 : -2.5	2.6	0.5	-6.5	-5.6	-6.0	-2.3	10.2	1.8	11.3
> CCc1nc2sc3c(O)cc(=O)[nH]c3c2cc1C
 : -0.6	1.8	-0.2	-14.9	-5.6	0.2	1.3	6.6	0.0	37.1
> On1c(-c2ccccc2)nc2ccccc21
 : -14.6	2.1	0.6	-3.1	-6.1	5.1	20.7	-3.8	3.9	5.5
> Cc1cccc(C)c1OCc1nnc(NC(=O)CSc2ccc(Cl)cc2)s1
 : 0.2	-3.6	-0.7	-14.5	-3.4	4.2	-8.8	22.8	1.0	21.6
> O=C(COc1ccc(Br)cc1)Nc1nc(-c2cccnc2)cs1
 : -7.3	0.2	0.6	18.9	0.3	0.2	-17.2	12.5	3.9	3.1
> O=C(NC1CCCCCC1)c1cccnc1Sc1ccccc1
 : 1.7	-0.1	-0.4	6.1	-0.4	-3.8	-9.3	-2.7	3.7	10.2
> CC(=O)n1cc([C@H]2C=C(C(=O)Nc3ccccc3)O[C@@H](OCc3ccc(CO)cc3)C2)c2ccccc21
 : 22.3	0.8	-0.2	11.7	-0.7	-29.9	-31.8	-44.7	5.7	16.1
> Cc1cc(C)c2nc(SCC(=O)Nc3cc(C)on3)c(C)cc2c1
 : 17.0	0.5	-20.3	-20.2	-9.7	5.4	15.7	28.5	-1.2	-16.4
> Cc1ccccc1C(OCC(O)CN1CCN(CCO)CC1)c1ccccc1 (stereo unspecified)
 : 4.3	2.5	0.5	-28.4	2.6	-32.3	-46.7	-13.7	0.8	1.1
> CS(=O)(=O)N1Cc2ccccc2CC1C(=O)O (stereo unspecified)
 : .	5.0	.	-7.0	.	.	.	.	-4.1	13.0
> COCCNC(=O)CCC1CCN(Cc2cccc(-c3ccc(C)o3)c2)CC1
 : 5.5	-7.4	-1.2	-10.1	-0.4	-1.9	-1.6	-5.0	-2.1	12.4
> CC(O)CNCCCOc1ccc(Cl)cc1C(C)(C)C (stereo unspecified)
 : 10.4	-0.6	-0.7	-12.4	-1.1	-65.7*	-72.8	1.0	1.2	-0.1
> COc1cc(/C=N/NC(=O)CNC(=O)c2ccco2)ccc1O
 : -1.6	0.6	0.1	7.1	-2.7	-3.7	1.7	-11.5	6.1	8.5
> Cc1cccc(C)c1NC(=S)N(CCN(C)C)C(C)c1ccccn1 (stereo unspecified)
 : .	1.6	-0.2	16.1	21.9	-5.3	-5.7	-3.7	3.8	26.0
> Nc1nc(C(F)(F)F)c(Br)c(=O)n1N
 : -1.0	0.8	-0.1	-11.8	-11.6	-0.9	-4.1	6.8	2.5	11.5
> COC(=O)c1ccccc1NC(=O)COC(=O)[C@H](C)NC(N)=O
 : -2.0	-0.2	0.0	15.1	4.2	-4.9	-6.6	-14.1	-2.4	17.9
> CNC(=O)NCCN1CCCC1=O
 : -4.4	4.6	-0.2	10.7	0.3	-0.3	5.8	-5.8	5.7	12.5

Carrying on:
Under each structure: SKKanGAS inh	HSP90 inh	HIF act	KLF5 inh	Platelet DG rel	HSF1 inh	HSF-1 act	aSyn 5UTR inh	IEC-6 cytotox	AI-2 QS mod
> COC(=O)c1c(C)[nH]c(C)c1-c1ccc(C)cc1
 : -2.5	0.0	-0.1	-13.1	1.0	-3.0	1.9	-4.7	-7.8	2.0
> CCNc1nc(NCC)nc(Oc2ccc(OCC)nn2)n1
 : -2.0	-3.2	0.5	-8.8	3.9	6.5	9.7	32.6	-1.6	-2.6
> COCCOC1CCN(Cc2cn(Cc3ccccc3)nc2-c2cc3ccccc3o2)CC1
 : -15.0	0.6	0.3	-7.2	-3.3	3.6	4.3	-4.6	-3.2	19.4
> CN(C)c1ccc(/C=c2\sc3nc(-c4ccccc4)nn3c2=O)cc1
 : -5.4	-3.8	0.0	-11.7	0.8	-5.1	2.0	-18.0	-1.9	12.9
> O=C(CSc1nnc(-c2ccncc2)n1-c1ccc(Cl)cc1)NCc1cccs1
 : -17.3	-0.4	0.0	7.2	-1.9	5.1	27.2	-5.8	-2.9	7.4
> C#CCn1cc[n+](CC(=O)N(C)C)c1
 : -2.1	-1.4	-0.6	-31.2	-4.0	-0.2	0.1	0.0	1.6	4.2
> O=C(O)c1cc2c(ccc3ccccc32)oc1=O
 : -8.3	-4.4	-1.2	-22.5	0.8	6.2	-0.3	28.8	4.3	70.7
> CN1CCc2c(OCC(=O)N3CCC(Cc4ccccc4)CC3)cccc2C1=O
 : -3.5	0.7	-0.9	-20.2	3.1	1.8	-2.5	8.8	-2.4	2.5

Some of the entries so far, with tabs:
SMILES	SKKanGAS inh	HSP90 inh	HIF act	KLF5 inh	Platelet DG rel	HSF1 inh	HSF-1 act	aSyn 5UTR inh	IEC-6 cytotox	AI-2 QS mod
CC(C)C1CC(C(F)(F)F)n2nc(C(=O)O)cc2N1 (stereo unspecified)	3.9	-0.5	-0.9	-17.8	-0.2	-6.3	-15.8	1.1	1.9	7.6
COCc1cc(N2CCCC2)nc(-c2ccccc2)n1	-20.5	0.9	-0.1	-23.4	-3.1	-6.9	-11.8	-6.0	-2.9	25.7
CCc1nc2sc3c(O)cc(=O)[nH]c3c2cc1C	-0.6	1.8	-0.2	-14.9	-5.6	0.2	1.3	6.6	0.0	37.1

This is a random part of the collection; 6% or so of the library scored in one or more.
